Screening results (PubChem)
HPDE-C7 viability = cytotoxicity in HPDE-C7 cells, cell-based, fluorescence, HTS (AID 430); HPDE-C7 pancreatic duct cells viability, fluorescence; higher % means a stronger effect; 63,000 tested, 1.8% active; cytotoxicity, % at 10 µM; hits with a dose series show EC50 in µM;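 further: cells exposed to compound for 48 hours before viability readout; 0% = vehicle and 100% = reference cytotoxic drug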
MK inhibit = S. pneumoniae MK inhibitors, primary screen, biochemical, PK/LDH-coupled NADH absorbance. 65,000 tested, 0.48% active. inhibition, % at 10 µM. purified MK, PK/LDH-coupled NADH absorbance 340 nm;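 active means ranked among the strongest by inhibition in the single 10 µM screen, a fixed top-ranked set picked for dose follow-up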; further: no value below 0 was filed
HPDE-C7K KRASV12 = cytotoxicity in KRAS-transformed pancreatic duct cells, primary screen, cell-based, fluorescence, HTS (AID 431); HPDE-C7K KRASV12 cells, Alamar Blue viability, 48 h; higher % means a stronger effect; cytotoxicity, % at 10 µM, or EC50 in µM where a hit was titrated; 63,000 tested, 1.7% active;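 active means compounds whose percent cytotoxicity in the single-dose primary screen, scaled between solvent and toxic-drug controls, exceeds 50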;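 further: 0% = DMSO solvent wells and 100% = doxorubicin-treated wells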
PMK inhibit = S. pneumoniae PMK inhibitors, primary screen, biochemical, mevalonate pathway, pilot trial included. phosphomevalonate kinase (Streptococcus pneumoniae D39). purified PMK, PK/LDH-coupled NADH absorbance 340 nm. inhibition, % at 10 µM. 65,000 tested, 0.49% active;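 active means top-ranked compounds by inhibition in the single 10 µM screen, taking a fixed number of the strongest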;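 further: 0% = full reaction with DMSO carrier and 100% = background rate without enzyme reaction; no value below 0 was filed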
LYP phosphatase = LYP phosphatase inhibitors, primary screen, biochemical, DiFMUP fluorescence, recombinant catalytic domain, 10 µM (AID 606). 52,000 tested, under 10 active. recombinant LYP catalytic domain, DiFMUP fluorescence; higher % means a stronger effect. inhibition, % at 10 µM, or IC50 in µM where a hit was titrated;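 active means IC50 under 40 µM in the dose-response test; inactive means IC50 of 40 µM or more, or never dose-tested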
HT1080 viability = cytotoxicity in HT1080 fibrosarcoma cells, cell-based, fluorescence readout (AID 620). one-dose cytotoxicity, % at 10 µM; EC50 in µM for titrated hits. HT1080 viability, fluorescence; higher % means a stronger effect. 87,000 tested, 0.42% active;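 further: cells exposed to compound overnight then 4 h with Alamar Blue; 0% = vehicle DMSO and 100% = killing control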
Spn DPM-DC inh = S. pneumoniae DPM-DC inhibitors, primary screen, biochemical, PK/LDH-coupled NADH fluorescence; purified DPM-DC; 65,000 tested, 0.49% active; AID 556, 2006; diphosphomevalonate decarboxylase (Streptococcus pneumoniae D39); calls only at 10 µM;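 active means the 320 compounds with the highest percent inhibition in the single-dose primary screen, excluding strongly autofluorescent ones, cut at about 32% in these data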;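 further: kinetic rate of NADH fluorescence loss reporting ADP formed by the decarboxylase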
TNAP inhibition = human TNAP enzyme inhibitors, biochemical, luminescent (AID 518). Alkaline phosphatase, tissue-nonspecific isozyme (Homo sapiens). purified TNAP enzyme, luminescent substrate readout; higher % means a stronger effect. one-dose inhibition, % at 20 µM; IC50 in µM for titrated hits. 64,000 tested, 0.09% active; in the data active means a potency from the dose series; inactive means the rest, 99 in 100 with inhibition below about 22%;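 further: plate controls were vehicle for no effect and reference inhibitor for full effect; many of its hits are not listed in these tables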
Bfl-1 displacement = Bfl-1 inhibitors, primary screen, biochemical, fluorescence polarization, FITC-Bid, mouse (AID 432); 64,000 tested, 0.02% active; displacement, % at 20 µM, or IC50 in µM where a hit was titrated; FITC-Bid BH3 peptide fluorescence polarization displacement; higher % means a stronger effect; Bcl-2-related protein A1 (Mus musculus); in the data active means a potency from the dose series; inactive means the rest, 99 in 100 with displacement below about 15%; further: strong numbers were not always called active
PMK inhibit pilot replicates = further read-out of PMK inhibit, marked with its call; inhibition, %; measured here: pilot screen replicates
MK inhibit pilot replicates = also measured in MK inhibit; calls as there; inhibition, %; measured here: pilot screen replicates
Spn DPM-DC inh pilot screen % = second read-out of Spn DPM-DC inh, no call of its own (marks repeat the call); inhibition, %; measured here: pilot screen trials
* hit, by the source's call; i = inactive; / = not tested or not shown. Unless noted, no stated cut-off is given here; in the data, active means cytotoxicity above about 50%; inactive means the rest.

SMILES	HPDE-C7 viability	MK inhibit	HPDE-C7K KRASV12	PMK inhibit	LYP phosphatase	HT1080 viability	Spn DPM-DC inh	TNAP inhibition	Bfl-1 displacement	others
CN(C)S(=O)(=O)c1ccc(C(=O)Nc2ccc(CN3CCCC3)cc2)cc1	3%	0	-3%	14	/	-7%	i	4%	5%
CN1C(=O)C2(N=c3ccccc3=N2)c2ccccc21	28%	2	39%	4	-8%	3%	/	13%	5%
O=C(CSc1nnnn1-c1ccc2c(c1)OCCO2)Nc1nc2c(s1)CCCC2	2%	0	-4%	0	-21%	5%	i	2%	2%
O=C1C(Cl)=C(N2CCOCC2)C(=O)N1c1cccc(Cl)c1	-18%	4	-14%	6	/	-2%	i	-3%	45%
CCC(C)n1[nH]c(=O)c2c(C)cc(C)nc21 (stereo not drawn)	-17%	8	-14%	5	15%	7%	i	9%	-3%	PMK inhibit pilot replicates=1.5;MK inhibit pilot replicates=1.0;Spn DPM-DC inh pilot screen %=0.0
C/C(Cl)=C\Cn1c(Nc2cccc(C)c2)nc2c1c(=O)n(C)c(=O)n2C	/	11	/	14	/	9%	i	16%	-5%
COc1ccccc1N1CCN(C2=NS(=O)(=O)c3ccccc32)CC1	-1%	5	-3%	2	/	0%	i	-3%	-3%
CCOc1ccc(C2CC(c3ccccc3C)n3nc(N)nc3N2)cc1 (stereo not drawn)	-23%	6	-21%	11	2%	4%	i	6%	0%	PMK inhibit pilot replicates=0.0;MK inhibit pilot replicates=0.0;Spn DPM-DC inh pilot screen %=0.0
O=C(C(Cc1ccccc1)n1cccc1)N1CCN(Cc2ccccc2)CC1 (stereo not drawn)	7%	5	10%	0	4%	-5%	i	8%	1%
Cn1cc(S(=O)(=O)CC(=O)N2CCCc3ccccc32)c2ccccc21	22%	3	15%	6	9%	28%	i	1%	0%
CC1(C)CCN(Cc2ccccc2)C1CC#N (stereo not drawn)	-16%	1	-14%	16	2%	-2%	i	10%	0%
CCCCN(C)C(=O)c1cn(CC)c2ccc(S(=O)(=O)N(C)C)cc2c1=O	0%	7	-8%	0	7%	-6%	i	7%	-2%
COc1ccc(S(=O)(=O)Nc2c(C)ccc3nsnc23)cc1OC	7%	0	11%	8	-8%	12%	i	5%	-5%
CCOC(=O)C1CCCN(c2nc3ccccc3nc2C(C#N)C(=O)OC(C)COC)C1 (stereo not drawn)	18%	0	32%	6	-8%	30%	i	10%	-3%
CCOc1ccc(/C=C\C(C)=N\O)cc1	-20%	5	-17%	1	-5%	-5%	i	6%	-7%
O=C(CN(Cc1ccco1)C(=O)CNS(=O)(=O)c1ccc(F)cc1)NCc1ccc(F)cc1	-4%	8	1%	21	0%	9%	i	i	4%
O=C(COC(=O)C1CC(=O)N(Cc2ccco2)C1)c1ccc(OC(=O)c2ccco2)cc1 (stereo not drawn)	0%	2	-4%	13	2%	-5%	i	17%	-7%
CC1(C)CC(=O)C2=C(C1)OC(N)=C(C#N)[C@@]21C(=O)N(CC(N)=O)c2ccccc21	-12%	5	-4%	0	2%	-6%	i	-1%	0%
Cc1nnc(SCCn2c(N3CCCCC3)nc3c2c(=O)n(C)c(=O)n3C)s1	/	2	/	19	20%	-3%	i	/	/
O=C(CN1CCN(S(=O)(=O)c2ccc(F)cc2)CC1)Nc1ccccc1F	-3%	2	4%	6	/	-4%	i	8%	-2%
Cc1nn(-c2ccccc2)c(Cl)c1C(=O)Nc1c(C)n(C)n(-c2ccccc2)c1=O	1%	5	3%	8	/	-2%	i	5%	0%
CCc1cc(C=C(Cl)Cl)oc(=O)c1C	-16%	3	-18%	8	-9%	0%	i	1%	1%
Cc1[nH]nc2c1C(c1ccccc1)C1=C(CC(C)(C)CC1=O)N2 (stereo not drawn)	-6%	8	-2%	14	/	-3%	/	2%	-8%
O=C1CCc2cc(S(=O)(=O)NC(Cc3ccccc3)C(=O)NC3CCCCC3)ccc2N1 (stereo not drawn)	-4%	10	-9%	0	/	/	i	15%	1%
O=S(=O)(NCc1ccco1)c1ccc2c(c1)Cc1ccccc1-2	12%	8	19%	3	1%	-2%	i	15%	-1%

Going on with the list:
SMILES	HPDE-C7 viability	MK inhibit	HPDE-C7K KRASV12	PMK inhibit	LYP phosphatase	HT1080 viability	Spn DPM-DC inh	TNAP inhibition	Bfl-1 displacement	others
Cc1occc1C(=O)Nc1sc2c(c1C(N)=O)CCCCC2	-6%	1	-1%	2	-1%	3%	i	7%	0%
Cc1ccc(CNC(=O)Cn2c(=O)oc3ccccc32)o1	-1%	7	-2%	14	-18%	-1%	i	8%	-3%
Cn1c(=O)c2c(ncn2CC(=O)N2CCOCC2)n(C)c1=O	-3%	2	-6%	0	-18%	2%	i	10%	-4%
COc1ccc(C(=O)NCCn2cc(SCC(=O)Nc3nnc(C)s3)c3ccccc32)cc1	/	2	/	9	-2%	4%	i	/	/
Nc1c(S(=O)(=O)c2cccs2)c2nc3ccccc3nc2n1/N=C/c1cccc(O)c1	65%*	4	66%*	0	14%	19%	/	12%	3%
CC(=O)c1cnc(N2CCCCC2)nc1C	-8%	7	4%	1	3%	-2%	i	-4%	-2%
Cc1ccnc(NC(=O)CCC(=O)N(CC(=O)NC2CCCCC2)c2cccc(C)c2C)c1	2%	0	-5%	18	-1%	-3%	i	13%	-14%	PMK inhibit pilot replicates=0.5;MK inhibit pilot replicates=1.0;Spn DPM-DC inh pilot screen %=2.0
[O-]/[N+](=C\c1ccccc1)[C@@H]1CCCC[C@@H]1/[N+]([O-])=C/c1ccccc1	-21%	8	-33%	23	/	6%	i	10%	1%
CCOCC(=O)NCc1ccc2c(c1)OCO2	0%	5	1%	0	-5%	7%	i	5%	-3%
COc1ccc(Cl)cc1Nc1nc(NCCO)nc(N2CCCC2)n1	5%	11	18%	11	17%	5%	i	13%	0%	PMK inhibit pilot replicates=1.0;MK inhibit pilot replicates=0.5;Spn DPM-DC inh pilot screen %=1.0
O=C(CN1CCN(S(=O)(=O)c2ccc(F)cc2)CC1)Nc1cccc(C(F)(F)F)c1	16%	3	6%	10	-5%	9%	i	9%	1%
CN(CC(=O)N1CCN(c2ccccn2)CC1)S(=O)(=O)c1ccc2ccccc2c1	24%	16	27%	0	6%	4%	i	17%	-3%	PMK inhibit pilot replicates=10;MK inhibit pilot replicates=3.0;Spn DPM-DC inh pilot screen %=1.5
CC(=O)c1cc(C#N)c(SCC(=O)OC(C)C)nc1C	6%	3	13%	15	2%	-2%	i	17%	-8%	PMK inhibit pilot replicates=5.5;MK inhibit pilot replicates=0.0;Spn DPM-DC inh pilot screen %=0.0
CCN(CC)C(=O)c1cc2cc(Br)ccc2oc1=O	0%	11	-2%	2	-6%	1%	i	7%	0%
CC(=O)N1CCN(CCN=CC2=C(O)CC(c3cccs3)CC2=O)CC1 (stereo not drawn)	5%	5	12%	8	-4%	-9%	i	8%	-9%
CCCC(c1c(C)n(C)n(-c2ccccc2)c1=O)c1c(C)n(C)n(-c2ccccc2)c1=O	-12%	5	-3%	19	/	2%	i	0%	-3%
CCSCCOC(=O)C1=C(C)NC(=O)NC1c1cc(OC)ccc1OC (stereo not drawn)	-14%	5	-12%	0	/	3%	i	1%	2%
O=S(=O)(CCSc1ccccn1)c1nc2ccccc2s1	6µM*	10	8.5µM*	0	-10%	26%	i	13%	4%
COCCNC(=O)C(c1ccc(C)o1)N(Cc1cccs1)C(=O)c1snc(C(N)=O)c1N (stereo not drawn)	-7%	0	0%	5	2%	-2%	i	7%	8%	PMK inhibit pilot replicates=0.0;MK inhibit pilot replicates=2.0;Spn DPM-DC inh pilot screen %=3.5
CCCc1cc(=O)n2[nH]c(C)c(-c3ccccc3)c2n1	10%	4	21%	8	/	9%	i	9%	-3%
O=C(O)C=C1C2CC3CC(C2)CC1C3	11%	6	2%	3	/	-8%	i	8%	-4%
Cc1ccc(OCc2nnc(SCC(=O)Nc3ccc4c(c3)OCCO4)n2Cc2ccco2)cc1	14%	0	16%	12	/	-22%	i	6%	1%
COc1cc(NC(=O)C2CCCCC2)c(OC)cc1NC(=O)CN1CCCCC1	5%	7	16%	5	6%	-3%	i	9%	-9%
O=C(NCCN1CCOCC1)c1ccc(-c2ccccc2)cc1	2%	16	4%	0	3%	4%	i	8%	-9%
COc1cc(C(=O)OCn2nnc3ccccc3c2=O)cc(OC)c1OC	-10%	0	-9%	0	10%	/	i	4%	0%

More records
SMILES	HPDE-C7 viability	MK inhibit	HPDE-C7K KRASV12	PMK inhibit	LYP phosphatase	HT1080 viability	Spn DPM-DC inh	TNAP inhibition	Bfl-1 displacement	others
CC1(C)Cc2c(sc3c2c(=N)n(Cc2ccco2)c(=O)n3CC(=O)Nc2ccc(Cl)cc2)CO1	52%*	5	53%*	10	2%	9%	i	9%	-3%
CC1C/C=C/C=C/C=C/C=C/C(O[C@@H]2O[C@H](C)[C@@H](O)[C@H](N)[C@@H]2O)CC2OC(O)(CC(O)CC3OC3/C=C/C(=O)O1)CC(O)C2C(=O)O (stereo partly drawn)	-6%	6	-15%	0	10%	-5%	i	15%	-3%	PMK inhibit pilot replicates=3.5;MK inhibit pilot replicates=0.0;Spn DPM-DC inh pilot screen %=0.0
CNc1oc(-c2cccc3ccccc23)nc1C#N	-7%	6	-4%	7	/	2%	/	12%	-12%
O=C(NCC1CCCO1)c1c(O)c2c([nH]c1=O)CCCC2 (stereo not drawn)	-2%	8	4%	11	8%	-7%	i	-1%	-4%
CCOc1ccc(NC(=O)CSc2nc3c(c(=O)n2-c2ccccc2OC)SCC3)cc1	-4%	11	5%	2	-2%	5%	i	1%	-2%
CCCOc1ccc(C(C)=O)cc1CSCCC#N	1%	2	0%	0	3%	-17%	i	12%	-5%
O=S(=O)(NCCOc1ccc(F)cc1)c1ccc2c(c1)OCCO2	-5%	7	-1%	17	1%	-4%	i	10%	8%
CCOC(=O)N1CCN(C(=O)CSc2ccccc2)CC1	-5%	4	-19%	14	/	-7%	i	1%	0%
O=C(CSc1ccc2nnc(-c3ccncc3)n2n1)N1CCc2ccccc21	8%	6	5%	0	4%	7%	i	15%	1%

3 compounds drawn at random from those above, as already listed:
SMILES	HPDE-C7 viability	MK inhibit	HPDE-C7K KRASV12	PMK inhibit	LYP phosphatase	HT1080 viability	Spn DPM-DC inh	TNAP inhibition	Bfl-1 displacement	others
CCOc1ccc(NC(=O)CSc2nc3c(c(=O)n2-c2ccccc2OC)SCC3)cc1	-4%	11	5%	2	-2%	5%	i	1%	-2%
CC1C/C=C/C=C/C=C/C=C/C(O[C@@H]2O[C@H](C)[C@@H](O)[C@H](N)[C@@H]2O)CC2OC(O)(CC(O)CC3OC3/C=C/C(=O)O1)CC(O)C2C(=O)O (stereo partly drawn)	-6%	6	-15%	0	10%	-5%	i	15%	-3%	PMK inhibit pilot replicates=3.5;MK inhibit pilot replicates=0.0;Spn DPM-DC inh pilot screen %=0.0
CCOC(=O)N1CCN(C(=O)CSc2ccccc2)CC1	-5%	4	-19%	14	/	-7%	i	1%	0%
